Rac1 act GTP bind – alters GTP binding to activated mutant human Rac1; P63000; GST-Rac1 activated beads, fluorescent GTP binding, flow cytometry; actives lie on both sides; 100% means binding = to untreated wells; percent activity (GTP binding), % at 10 µM; actives 0.11% (n = 190,000); AID 764;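 active = GTP binding at least 20 percentage points away from the 100% baseline, in either direction, so actives lie on both sides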
Bcl-XL Bim block – human Bim-Bcl-XL interaction inhibition | Q07817 | Bim peptide-Bcl-XL binding, bead flow cytometry, fluorescence | inhibition, % at 10 µM | actives 0.04% (n = 190,000)
Target sequence (Q07817 whole entry, looked up): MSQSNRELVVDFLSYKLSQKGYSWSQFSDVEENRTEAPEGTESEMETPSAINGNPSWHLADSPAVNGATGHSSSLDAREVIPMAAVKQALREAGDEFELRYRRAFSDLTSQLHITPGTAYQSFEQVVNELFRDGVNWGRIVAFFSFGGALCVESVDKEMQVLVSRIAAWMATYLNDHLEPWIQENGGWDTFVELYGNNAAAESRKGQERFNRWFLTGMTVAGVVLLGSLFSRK
Bim-Bcl-2 – human Bim-Bcl-2 interaction inhibition; inhibition, % at 10 µM; P10415; actives 0.06% (n = 190,000); Bead-based flow cytometry, Bim peptide-Bcl-2 binding; in the data active = inhibition above about 40%;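 also: 0% = no compound wells with probe peptide and 100% = reference peptide inhibitor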
Target sequence (P10415 whole entry, looked up): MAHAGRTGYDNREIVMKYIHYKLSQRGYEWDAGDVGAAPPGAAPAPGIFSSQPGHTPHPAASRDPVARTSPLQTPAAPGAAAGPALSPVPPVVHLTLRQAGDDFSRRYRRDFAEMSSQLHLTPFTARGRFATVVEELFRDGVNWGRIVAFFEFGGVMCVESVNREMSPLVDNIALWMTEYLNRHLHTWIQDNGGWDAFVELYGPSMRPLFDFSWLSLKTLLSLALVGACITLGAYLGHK
Rab2A wt mod – changes GTP binding to wildtype dog Rab2A, up or down | GTP binding activity, % at 10 µM | actives 0.19% (n = 190,000) | AID 760 | GST-Rab2 wt beads, Bodipy-GTP binding, flow cytometry;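 active = GTP binding activity at least 20 points away from 100%, either lowered or raised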;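 also: 0% = beads with excess unlabeled GTP and 100% = no-compound control corrected for plate trend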
Bcl-W Bim block – human Bim-Bcl-W interaction inhibition; Q92843; bead-based flow cytometry, Bim peptide-Bcl-W binding; inhibition, % at 10 µM; actives 0.02% (n = 190,000);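 also: 0% = bound tracer without compound and 100% = peptide blocker; higher means less fluorescent Bim peptide bound to Bcl-W beads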
Target sequence (Q92843 whole entry, looked up): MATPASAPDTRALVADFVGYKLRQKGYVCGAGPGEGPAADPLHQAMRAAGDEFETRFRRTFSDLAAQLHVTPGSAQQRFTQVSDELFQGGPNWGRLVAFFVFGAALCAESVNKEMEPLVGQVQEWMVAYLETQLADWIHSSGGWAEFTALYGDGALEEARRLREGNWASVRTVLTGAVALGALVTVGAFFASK
Bfl-1 Bim block – inhibitors of Bim-Bfl-1 interaction, human; Q16548; Bead-based flow cytometry, Bim-Bfl-1 binding inhibition; inhibition, % at 10 µM; actives 0.12% (n = 190,000); AID 1008;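 also: 0% = wells without compound plus tracer and 100% = blocker peptide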
Rab7 wt GTP bind – alters GTP binding to wildtype dog Rab7. actives 0.055% (n = 190,000). GTP binding activity (percent of control), % at 10 µM. GST-Rab7 beads, fluorescent GTP binding, flow cytometry; actives lie on both sides; untreated = 100%, excess cold GTP = 0%;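 active = fluorescent GTP binding to Rab7 beads changed by at least 20 points from the 100% baseline, either direction, mostly lower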;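 also: median green fluorescence of bound Bodipy-FL-GTP per Rab7 bead population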
Rac1 wt modul – human Rac1 wildtype GTP binding, inhibitors and activators. actives 0.27% (n = 190,000). GTP binding activity (% of control), % at 10 µM. GST-Rac1 beads, fluorescent GTP binding, flow cytometry; actives lie on both sides; 0 = cold GTP competed, 100 = untreated. P63000;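 active = GTP binding activity at least 20 points away from the 100% control level, either lower or higher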
Cdc42 wt GTP – human Cdc42 wildtype GTP binding change, either direction. P60953. GST-Cdc42 beads, Bodipy-GTP binding, flow cytometry; actives lie on both sides. percent activity (GTP binding), % at 10 µM. actives 0.2% (n = 190,000);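 active = percent activity GTP binding at least 20 points away from the 100% baseline, either down as inhibitor or up as activator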;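 also: median bead fluorescence of bound Bodipy-FL-GTP at 100 nM; 0% = excess unlabeled GTP control and 100% = no compound control; below 100% means less GTP binding so inhibitor and above means activator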
Target sequence (P60953 whole entry, looked up): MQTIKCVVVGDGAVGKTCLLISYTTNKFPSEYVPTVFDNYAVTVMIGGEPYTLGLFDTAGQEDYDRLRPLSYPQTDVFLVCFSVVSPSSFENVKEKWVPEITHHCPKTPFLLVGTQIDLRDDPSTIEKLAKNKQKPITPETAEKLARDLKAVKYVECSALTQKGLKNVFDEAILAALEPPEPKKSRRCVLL
HRas wt GTP bind – human HRas wildtype GTP binding, change in either direction; P01112; GST-Ras wt beads, Bodipy-FL-GTP binding, flow cytometry; actives lie on both sides; GTP binding activity, % at 10 µM; actives 0.14% (n = 190,000); AID 759;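 active = GTP binding activity at least 20% away from the 100% baseline, either lowered as inhibitor or raised as activator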;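 also: 0% = unlabeled GTP competition control and 100% = no-compound control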
Target sequence (P01112 whole entry, looked up): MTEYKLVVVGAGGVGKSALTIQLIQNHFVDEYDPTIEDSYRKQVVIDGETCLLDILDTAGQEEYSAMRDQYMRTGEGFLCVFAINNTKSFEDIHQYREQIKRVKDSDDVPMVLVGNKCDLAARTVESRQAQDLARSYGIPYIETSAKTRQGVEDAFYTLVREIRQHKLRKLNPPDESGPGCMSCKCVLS
Bcl-B Bim block – inhibitors of Bim-Bcl-B interaction, human. actives 0.073% (n = 190,000). Q9HD36. inhibition, % at 10 µM. bead-based flow cytometry, Bim peptide-Bcl-B binding;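 also: 0% = tracer peptide without compound and 100% = reference inhibitor peptide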
* hit, by the source's call. Rule as the data show it, unless noted: active = inhibition above about 40%.

Preview:
CC1=C(C(=O)OCCOc2ccccc2)C(c2coc3ccccc3c2=O)C2=C(CCCC2=O)N1 (stereo not given) was read as Rac1 act GTP bind 98, Bcl-XL Bim block -2, Bim-Bcl-2 -4, Rab2A wt mod 97, Bcl-W Bim block -1, Bfl-1 Bim block -5, Rab7 wt GTP bind 96, Rac1 wt modul 99, Cdc42 wt GTP 99, HRas wt GTP bind 98 and Bcl-B Bim block -4.
Screening COc1ccc(OC)c(Nc2ncnc3c2cnn3-c2cccc(C)c2)c1 returned Rac1 act GTP bind 96, Bcl-XL Bim block 0, Bim-Bcl-2 -29, Rab2A wt mod 97, Bcl-W Bim block 6, Bfl-1 Bim block -2, Rab7 wt GTP bind 94, Rac1 wt modul 98, Cdc42 wt GTP 99, HRas wt GTP bind 100 and Bcl-B Bim block 2.

Results, previewed entries included:
CC1=C(C(=O)OCCOc2ccccc2)C(c2coc3ccccc3c2=O)C2=C(CCCC2=O)N1 (stereo not given) was read as Rac1 act GTP bind 98, Bcl-XL Bim block -2, Bim-Bcl-2 -4, Rab2A wt mod 97, Bcl-W Bim block -1, Bfl-1 Bim block -5, Rab7 wt GTP bind 96, Rac1 wt modul 99, Cdc42 wt GTP 99, HRas wt GTP bind 98 and Bcl-B Bim block -4.
Screening COc1ccc(OC)c(Nc2ncnc3c2cnn3-c2cccc(C)c2)c1 returned Rac1 act GTP bind 96, Bcl-XL Bim block 0, Bim-Bcl-2 -29, Rab2A wt mod 97, Bcl-W Bim block 6, Bfl-1 Bim block -2, Rab7 wt GTP bind 94, Rac1 wt modul 98, Cdc42 wt GTP 99, HRas wt GTP bind 100 and Bcl-B Bim block 2.
For CN(c1ccccc1)S(=O)(=O)c1ccc(NC(=O)C2CCCCC2C(=O)O)cc1 (stereo not given) the results were Rac1 act GTP bind 100, Bcl-XL Bim block -1, Bim-Bcl-2 0, Rab2A wt mod 103, Bcl-W Bim block 1, Bfl-1 Bim block 2, Rab7 wt GTP bind 103, Rac1 wt modul 102, Cdc42 wt GTP 98, HRas wt GTP bind 98 and Bcl-B Bim block 2.
`CC(Nc1ccccc1)c1cccnc1` (stereo not given) gave Rac1 act GTP bind 94, Bcl-XL Bim block -2, Bim-Bcl-2 -2, Rab2A wt mod 98, Bcl-W Bim block 1, Bfl-1 Bim block -2, Rab7 wt GTP bind 101, Rac1 wt modul 94, Cdc42 wt GTP 95, HRas wt GTP bind 96 and Bcl-B Bim block 0.
Screening CC(C)[C@H](NC(=O)NC1CCCc2ccccc21)C(=O)O (stereo not given in full) returned Rac1 act GTP bind 100, Bcl-XL Bim block 0, Bim-Bcl-2 -3, Rab2A wt mod 100, Bcl-W Bim block -3, Bfl-1 Bim block -3, Rab7 wt GTP bind 102, Rac1 wt modul 100, Cdc42 wt GTP 102, HRas wt GTP bind 102 and Bcl-B Bim block 0.
Nc1nc(SCc2ccc(Cl)cc2)ns1 was read as Rac1 act GTP bind 101, Bcl-XL Bim block -6, Bim-Bcl-2 -3, Rab2A wt mod 104, Bcl-W Bim block -3, Bfl-1 Bim block -4, Rab7 wt GTP bind 99, Rac1 wt modul 101, Cdc42 wt GTP 100, HRas wt GTP bind 100 and Bcl-B Bim block -6.
Screening Clc1ccccc1CN(Cc1ccccc1)c1ncnc2nc[nH]c12 returned Rac1 act GTP bind 98, Bcl-XL Bim block -3, Bim-Bcl-2 -7, Rab2A wt mod 100, Bcl-W Bim block 3, Bfl-1 Bim block -11, Rab7 wt GTP bind 99, Rac1 wt modul 102, Cdc42 wt GTP 102, HRas wt GTP bind 100 and Bcl-B Bim block -10.
Screening CN(C)C(=O)NC(Nc1ccc(Cl)cc1Cl)C(Cl)(Cl)Cl (stereo not given) returned Rac1 act GTP bind 99, Bcl-XL Bim block -6, Bim-Bcl-2 -6, Rab2A wt mod 96, Bcl-W Bim block -1, Bfl-1 Bim block -10, Rab7 wt GTP bind 95, Rac1 wt modul 101, Cdc42 wt GTP 99, HRas wt GTP bind 95 and Bcl-B Bim block -5.
CCCCc1ccc(NC(=O)CN2NS(=O)(=O)c3ccccc3C2=O)cc1 was read as Rac1 act GTP bind 97, Bcl-XL Bim block 6, Bim-Bcl-2 1, Rab2A wt mod 101, Bcl-W Bim block 5, Bfl-1 Bim block 3, Rab7 wt GTP bind 102, Rac1 wt modul 102, Cdc42 wt GTP 98, HRas wt GTP bind 100 and Bcl-B Bim block 0.
For COc1ccc(NC(=O)N2CCC(n3nnc4cc(C)ccc43)CC2)cc1 the results were Rac1 act GTP bind 97, Bcl-XL Bim block -7, Bim-Bcl-2 -3, Rab2A wt mod 98, Bcl-W Bim block -6, Bfl-1 Bim block -5, Rab7 wt GTP bind 99, Rac1 wt modul 102, Cdc42 wt GTP 100, HRas wt GTP bind 99 and Bcl-B Bim block -10.
Cc1ccc(C(=O)Nc2cc(C)c(OCC(=O)N3CCOCC3)c(C)c2)cc1 was read as Rac1 act GTP bind 101, Bcl-XL Bim block 2, Bim-Bcl-2 4, Rab2A wt mod 99, Bcl-W Bim block 0, Bfl-1 Bim block 4, Rab7 wt GTP bind 97, Rac1 wt modul 104, Cdc42 wt GTP 98, HRas wt GTP bind 98 and Bcl-B Bim block 3.
CCc1cccc2c(C(=S)N3CCCC3)c[nH]c12 was read as Rac1 act GTP bind 95, Bcl-XL Bim block -4, Bim-Bcl-2 1, Rab2A wt mod 97, Bcl-W Bim block -2, Bfl-1 Bim block -4, Rab7 wt GTP bind 96, Rac1 wt modul 98, Cdc42 wt GTP 98, HRas wt GTP bind 98 and Bcl-B Bim block -2.

Two neighbouring records from above, for reference:
CC1=C(C(=O)OCCOc2ccccc2)C(c2coc3ccccc3c2=O)C2=C(CCCC2=O)N1 (stereo not given) was read as Rac1 act GTP bind 98, Bcl-XL Bim block -2, Bim-Bcl-2 -4, Rab2A wt mod 97, Bcl-W Bim block -1, Bfl-1 Bim block -5, Rab7 wt GTP bind 96, Rac1 wt modul 99, Cdc42 wt GTP 99, HRas wt GTP bind 98 and Bcl-B Bim block -4.
Screening COc1ccc(OC)c(Nc2ncnc3c2cnn3-c2cccc(C)c2)c1 returned Rac1 act GTP bind 96, Bcl-XL Bim block 0, Bim-Bcl-2 -29, Rab2A wt mod 97, Bcl-W Bim block 6, Bfl-1 Bim block -2, Rab7 wt GTP bind 94, Rac1 wt modul 98, Cdc42 wt GTP 99, HRas wt GTP bind 100 and Bcl-B Bim block 2.

Following part
Screening CC(C)c1ccc(Nc2cnn(C34CC5CC(CC(CC(=O)O)(C5)C3)C4)c(=O)c2Cl)cc1 returned Rac1 act GTP bind 97, Bcl-XL Bim block -8, Bim-Bcl-2 -13, Rab2A wt mod 101, Bcl-W Bim block -2, Bfl-1 Bim block -18, Rab7 wt GTP bind 99, Rac1 wt modul 106, Cdc42 wt GTP 102, HRas wt GTP bind 100 and Bcl-B Bim block -10.
CCCn1c(-c2cccs2)nc2nc3ccccc3nc21 was read as Rac1 act GTP bind 101, Bcl-XL Bim block 2, Bim-Bcl-2 1, Rab2A wt mod 104, Bcl-W Bim block 0, Bfl-1 Bim block 2, Rab7 wt GTP bind 103, Rac1 wt modul 102, Cdc42 wt GTP 106, HRas wt GTP bind 106 and Bcl-B Bim block -1.
Screening O=C(COc1ccc(Cl)cc1)NCCSc1ccccc1 returned Rac1 act GTP bind 96, Bcl-XL Bim block -9, Bim-Bcl-2 -8, Rab2A wt mod 96, Bcl-W Bim block 0, Bfl-1 Bim block -10, Rab7 wt GTP bind 97, Rac1 wt modul 101, Cdc42 wt GTP 97, HRas wt GTP bind 99 and Bcl-B Bim block -5.
CCN(CC)C(=O)C(=O)N/N=C/c1ccc(C(=O)O)cc1 was read as Rac1 act GTP bind 101, Bcl-XL Bim block -13, Bim-Bcl-2 -4, Rab2A wt mod 99, Bcl-W Bim block -5, Bfl-1 Bim block -11, Rab7 wt GTP bind 102, Rac1 wt modul 102, Cdc42 wt GTP 101, HRas wt GTP bind 102 and Bcl-B Bim block -11.
Screening CCc1cccc(N(C(=O)c2csnn2)C(C(=O)NC(C)(C)CC)c2ccccn2)c1 (stereo not given) returned Rac1 act GTP bind 97, Bcl-XL Bim block -16, Bim-Bcl-2 -7, Rab2A wt mod 100, Bcl-W Bim block -10, Bfl-1 Bim block -5, Rab7 wt GTP bind 106, Rac1 wt modul 103, Cdc42 wt GTP 96, HRas wt GTP bind 99 and Bcl-B Bim block -8.
COC1(OC)N=C(N)C2(C#N)C(c3cccc(Oc4ccccc4)c3)C12C#N (stereo not given) was read as Rac1 act GTP bind 98, Bcl-XL Bim block 2, Bim-Bcl-2 0, Rab2A wt mod 99, Bcl-W Bim block 2, Bfl-1 Bim block -5, Rab7 wt GTP bind 103, Rac1 wt modul 101, Cdc42 wt GTP 97, HRas wt GTP bind 99 and Bcl-B Bim block -2.
Screening COc1ccc(N(C(=O)C(C)C)S(=O)(=O)c2ccc3c(c2)n(C)c(=O)n3C)cc1 returned Rac1 act GTP bind 96, Bcl-XL Bim block -1, Bim-Bcl-2 -10, Rab2A wt mod 102, Bcl-W Bim block 2, Bfl-1 Bim block -4, Rab7 wt GTP bind 103, Rac1 wt modul 103, Cdc42 wt GTP 100, HRas wt GTP bind 100 and Bcl-B Bim block -7.
For CCCCNS(=O)(=O)c1ccc2nc(SCC(=O)Nc3sccc3C#N)[nH]c2c1 the results were Rac1 act GTP bind 97, Bcl-XL Bim block -3, Bim-Bcl-2 -3, Rab2A wt mod 95, Bcl-W Bim block -1, Bfl-1 Bim block -12, Rab7 wt GTP bind 97, Rac1 wt modul 98, Cdc42 wt GTP 98, HRas wt GTP bind 98 and Bcl-B Bim block -4.
`CC(Oc1ccccc1)C(=O)Nc1nc2c(s1)C(=O)CC(C)(C)C2` (stereo not given) gave Rac1 act GTP bind 99, Bcl-XL Bim block 3, Bim-Bcl-2 -4, Rab2A wt mod 98, Bcl-W Bim block 0, Bfl-1 Bim block -3, Rab7 wt GTP bind 99, Rac1 wt modul 103, Cdc42 wt GTP 101, HRas wt GTP bind 100 and Bcl-B Bim block 0.
For O=C(Nc1ccc(Cl)cc1)Nc1ccccc1C(=O)O the results were Rac1 act GTP bind 92, Bcl-XL Bim block -1, Bim-Bcl-2 -2, Rab2A wt mod 92, Bcl-W Bim block -1, Bfl-1 Bim block -10, Rab7 wt GTP bind 96, Rac1 wt modul 94, Cdc42 wt GTP 93, HRas wt GTP bind 96 and Bcl-B Bim block -5.
For Cc1ccc2nc(Cl)c3cc(C(=O)NCCCN4CCCC4)sc3c2c1 the results were Rac1 act GTP bind 97, Bcl-XL Bim block -1, Bim-Bcl-2 -1, Rab2A wt mod 100, Bcl-W Bim block 0, Bfl-1 Bim block -2, Rab7 wt GTP bind 106, Rac1 wt modul 104, Cdc42 wt GTP 107, HRas wt GTP bind 101 and Bcl-B Bim block -1.
Cn1c(NC(=O)c2ccc3c(c2)OCO3)cc(=O)n(C)c1=O was read as Rac1 act GTP bind 97, Bcl-XL Bim block -5, Bim-Bcl-2 -9, Rab2A wt mod 100, Bcl-W Bim block 0, Bfl-1 Bim block -10, Rab7 wt GTP bind 103, Rac1 wt modul 104, Cdc42 wt GTP 100, HRas wt GTP bind 102 and Bcl-B Bim block -7.

Not a hit list; any-hit rate near 0.62%.
